Screens: PubChem BioAssay, several laboratories
Insulin prom up: MIN6 insulin promoter up-regulation | AID 1625 | 190,000 tested, 0.3% active | z-score at 5 µM | MIN6 insulin promoter-GFP reporter, high-content imaging; stronger effect = higher value;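 active means z-score above 3 at 5 µM with at least 500 cells counted in the well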
T cell modulator: modulates CD8 T cell binding to vesicles; 330,000 tested, 0.068% active; 2C CD8+ T cell-vesicle binding, flow cytometry; stronger effect = lower value; calls only at 7 µM; AID 2052;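 active means response, share of CD8 T cells binding vesicles, and their 90th percentile fluorescence all below set limits, cut at about 80% in these data, passing the limit was not always enough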
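Incubation: binding step 1.5 h, 37 °C, antibody labelling 20 min, ice; system: murine 2C transgenic CD8+ T lymphocytes; technique: cytometric PE anti-B7-1 and Alexa647 anti-CD8 signals after 1% paraformaldehyde fixation; also added: QL9-charged Drosophila Ld/ICAM-1/B7-1 vesicles; control set: naked versus QL9-loaded vesicles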
bCat nuc transl: alters nuclear translocation of beta-catenin in HeLa cells; immunofluorescence imaging; 190,000 tested, 0.3% active; nuclear translocation activity, % at 5 µM;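 active means nuclear translocation activity above 50% at 5 µM, with a well cell count of 50 or more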;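 further: per-cell ratio of nuclear to cytoplasmic median beta-catenin stain intensity; plate controls were DMSO negative control for no effect and GSK-3 inhibitor IX positive control for full effect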
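Test system: human HeLa cells, endogenous beta-catenin. Times: 24 h compound exposure, 37°C. Measured by: beta-catenin immunofluorescence imaging with DAPI.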
Lipid droplet: modulators of hepatic lipid droplet formation; AID 1656; inhibition, % at 6.5 µM; AML12 mouse hepatocytes, oleate lipid droplets, BODIPY imaging; 240,000 tested, 0.4% active;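 active means lipid droplet intensity inhibited by at least 50%, with more than 500 cells counted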
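Material – AML12 mouse liver cells · Also added – oleate loading, 100 µM · Compound dosing – 6.5 µM single-point dosing · Times – overnight treatment with compound plus oleate · Measured by – fluorescence imaging, 20x objective, two fields per well · Read-out – percent inhibition of filter-corrected integrated lipid droplet intensity per well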
Dynein cargo inh: blocks dynein driven cargo transport along microtubules; z-score, hits read low; 220,000 tested, 0.47% active; AID 1381; 3617.4 mouse cells, GR-EGFP nuclear translocation imaging; test concentration mostly 20 µM; stimulated with dexamethasone, 1 µM; stronger effect = lower value;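 active means plate z-score of nuclear minus cytoplasmic receptor signal below a set negative limit, without overly bright fluorescence or cell loss, cut at about -3.5 in these data, passing the limit was not always enough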;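 further: z-score of nuclear minus cytoplasmic ring GR-EGFP intensity difference per well; some compounds called inactive have numbers as strong as hits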
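Buffer or medium: tet-free, stripped-serum medium; reagent: dexamethasone at 1.0 µM final, 30 min; incubation: 48 h induction, 1 h compound, 30 min dex at 37 °C; measured by: formaldehyde fixation, Hoechst nuclear stain, 10x automated fluorescence imaging; read-out: nuclear-to-cytoplasmic GR-EGFP distribution per well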
PhoP inhibition: inhibitors of PhoP regulon expression, primary screen, Salmonella Typhimurium, GFP reporter (AID 1863); S. Typhimurium PhoP-regulated promoter GFP reporter, 4 h; higher % means a stronger effect; inhibition, % at 50 µM, or IC50 in µM where a hit was titrated; 300,000 tested, 0.16% active;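 active means inhibition over 29.93%, a cutoff 3 SD above the screen mean, later confirmed by dose response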;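 further: 0% = low Mg2+ inducing control and 100% = high Mg2+ repressing control; strong numbers were not always called active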
MT stabilizer: microtubule stabilization, imaging screen | 200,000 tested, 0.83% active | % tubulin-high responders, % at 10 µM | HeLa tubulin immunostaining HCS, 24 h; share of cells brighter than vehicle mean+2SD | AID 2205;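 active means plate Z-score above 3 for both tubulin-high and condensed-nucleus cell shares, with cell loss under 80%, at 10 µM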;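 further: anti alpha tubulin signal scored within the nucleus-defined area of each cell; some results filed as inactive read as strong as hits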
Autophagy mod: autophagy modulation, high-content screen. MEF GFP-LC3 puncta imaging; test concentration mostly 10 µM. calls only at 10 µM (by protocol). 190,000 tested, 0.98% active. AID 463193;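 active means percentage of spot-positive cells more than 3 SD above its plate mean, without a fluorescence outlier flag or 80% toxicity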;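 further: spot-positive cell cutoff set from DMSO-treated cells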
ER stress rescue: rescue of cells from ER stress-induced death, primary screen, 384-well, CSM14.1, thapsigargin, ATP luminescence (AID 1222). 190,000 tested, under 10 active. one-dose cellular ATP content (survival), % at 20 µM; EC50 in µM for titrated hits. CSM14.1 thapsigargin-induced death rescue, ATP luminescence; higher % means a stronger effect;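 active means EC50 below 50 µM in the dose-response confirmation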;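 further: death triggered by thapsigargin at about 15 µM added after 2 h compound pretreatment; cell ATP read after overnight thapsigargin exposure of roughly 18 to 22 hours; normalized against plate controls of thapsigargin alone and 5% DMSO vehicle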
Dynein cargo inh cytoplasmic EGFP: further read-out of Dynein cargo inh, marked with its call; z-score; measured here: cytoplasmic GR-EGFP intensity; stronger effect = higher value
Dynein cargo inh nuclear GR-EGFP: also measured in Dynein cargo inh; calls as there; z-score; measured here: nuclear GR-EGFP intensity;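 lower value marks the stronger effect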
Dynein cargo inh cell count: further read-out of Dynein cargo inh, marked with its call; z-score; measured here: cell count per field
Insulin prom up cell count: also measured in Insulin prom up; calls as there; cell count; measured here: cytotoxicity, nuclei count;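 total cells summed across four imaged fields per well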
Lipid droplet cells 6.5 µM: recorded beside Lipid droplet, whose call it bears; cell count; measured here: cell count, cytotoxicity flag;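 cells counted across two imaged fields per well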
bCat nuc transl cell count 5 µM: further read-out of bCat nuc transl, marked with its call; cell count; measured here: cell count, cytotoxicity flag
T cell modulator vesicle-bound %: also measured in T cell modulator; calls as there; double positive events, %; measured here: CD8+ vesicle-bound cell fraction;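 binding gate set so that unloaded-vesicle control wells show 10% double positive cells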
MT stabilizer Hoechst-high %: second read-out of MT stabilizer, no call of its own (marks repeat the call); % Hoechst-high responders; measured here: nuclear condensation Hoechst responders;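 share of cells brighter than vehicle mean plus two SD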
MT stabilizer cytotoxicity %: also measured in MT stabilizer; calls as there; toxicity, %; measured here: cytotoxicity by cell density;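 0% = mean cell density of plate MIN control wells and 100% = no cells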
Autophagy mod cell loss 18 h: also measured in Autophagy mod; calls as there; toxicity, %; measured here: cell loss, nuclei count;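 cell loss after 18 h compound exposure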
Starred values were filed as active, the others as inactive; i = inactive; x = not tested or not shown.

SMILES | Insulin prom up | Insulin prom up cell count | T cell modulator | T cell modulator vesicle-bound % | bCat nuc transl | bCat nuc transl cell count 5 µM | Lipid droplet | Lipid droplet cells 6.5 µM | Dynein cargo inh | Dynein cargo inh cytoplasmic EGFP | Dynein cargo inh nuclear GR-EGFP | Dynein cargo inh cell count | PhoP inhibition | MT stabilizer | MT stabilizer Hoechst-high % | MT stabilizer cytotoxicity % | Autophagy mod | Autophagy mod cell loss 18 h | ER stress rescue
CC1(C)CC(=O)C2=C(C1)N(Cc1ccco1)C(=O)C2(NC(=O)C1CCCCC1)C(F)(F)F (stereo unspecified) | 1.2 | 1304 | i | 30 | x | x | -11 | 743 | -1.4 | -0.04 | -0.62 | 0.66 | -3% | 4.0 | 2.4 | 6.5 | i | -2 | -3.1%
O=C(N/N=C/c1c(Cl)cccc1Cl)C(=O)NC1CC1 | 0.42 | 1220 | i | 51 | 0.3 | 1033 | -4 | 673 | 0.64 | -0.27 | 0.62 | 0.22 | -2% | 2.5 | 3.4 | 10 | i | 6 | -1.3%
COc1ccccc1C(=O)NC(CCSC)C(=O)NC1CCCCCC1 (stereo unspecified) | -0.39 | 1290 | i | 4 | 2.1 | 1098 | -18 | 717 | 0.28 | -0.27 | 0.5 | -0.069 | 1% | 3.9 | 2.3 | 6.6 | i | -2 | -0.2%
O=C(c1sc2ccccc2c1Cl)N1CCN(c2ccccc2F)CC1 | 0.31 | 1508 | i | 49 | 4.1 | 1077 | 24 | 688 | 0.95 | 0.08 | 0.3 | -0.6 | -1% | 1.5 | 3.4 | 9.4 | i | -1 | 2.2%
CC1CN(c2nc3ccccn3c(=O)c2/C=C(\C#N)S(=O)(=O)c2ccccc2)CC(C)O1 (stereo unspecified) | -0.35 | 1065 | i | 48 | x | x | 3 | 756 | 0.94 | -0.12 | 0.53 | -0.17 | 25% | 3.1 | 2.3 | 6.3 | i | -2 | -1.2%
CC(C)[C@H](NC(=O)c1ccccc1)C(=O)OCC(=O)N1CCN(C(=O)c2ccco2)CC1 | 0.6 | 1385 | i | 34 | -0.6 | 1063 | -18 | 685 | -0.87 | -0.16 | -0.45 | 0.7 | -7% | 2.5 | 3.2 | 6.8 | i | 10 | 1.0%
Cc1ccc(C)c(NC(=S)/C(=C(\[O-])c2ccc(OC(F)F)cc2)[n+]2ccccc2)c1 | 0.31 | 1185 | i | 39 | 0.2 | 1068 | 0 | 708 | 0.51 | -0.15 | 0.52 | -0.079 | -2% | 4.2 | 2.7 | 5.2 | i | 1 | x
Cc1cnc(NS(=O)(=O)c2ccccc2)c(Br)c1 | -0.68 | 997 | i | 42 | 0.7 | 1281 | 19 | 762 | 0.23 | -0.18 | 0.13 | -0.34 | -8% | x | x | x | x | x | x
Cc1cc(NC(C)C)n2c(nc3ccccc32)c1C#N | -0.41 | 1203 | i | 61 | 2.9 | 1045 | 4 | 675 | 0.3 | -0.23 | -0.1 | 0.24 | 10% | 2.6 | 2.9 | 10 | i | -12 | -1.0%
CCOC(=O)CSc1nc(C)c(C(C)=O)cc1C#N | 0.53 | 1096 | i | 35 | -1.8 | 1008 | 8 | 666 | -0.5 | -0.23 | 0.096 | -0.54 | -5% | 3.3 | 1.6 | 6.1 | i | -6 | 1.4%
Cc1ccccc1NC1=CC(=O)CC(C)(C)C1 | x | x | i | 44 | x | x | -7 | 726 | 0.21 | -0.18 | 0.54 | -0.32 | -8% | 2.8 | 1.5 | 3.8 | i | -3 | -2.8%
COc1ccc(OCC(=O)NNC(=O)c2cc3ccccc3o2)cc1 | 0.04 | 1268 | i | 61 | 2.8 | 537 | -20 | 613 | 0.12 | -0.32 | -0.14 | 0.4 | -9% | 4.2 | 3.1 | 2.0 | i | 1 | -0.4%
CC(NC(=O)COc1cc(=O)n(C)c2ccccc12)c1ccc2c(c1)OCCO2 (stereo unspecified) | -0.14 | 1590 | i | 42 | -2.5 | 901 | x | x | 1 | 0.79 | 1.4 | -1.7 | 5% | 3.3 | 1.6 | 0.5 | i | 18 | 0.3%
COc1ccc(Nc2nccc(N(C)C)c2C#N)cc1 | 0.56 | 1464 | i | 40 | -2.5 | 960 | -1 | 717 | -0.044 | -0.29 | -0.12 | 0.13 | -5% | 1.5 | 1.1 | 0.4 | i | -1 | -0.1%
CCC(=O)Nc1ccc(N2CCN(C(=O)c3cccs3)CC2)cc1 | 0.49 | 1578 | i | 51 | 1.2 | 1571 | 10 | 722 | -0.4 | -0.15 | -0.072 | 0.23 | -4% | 1.8 | 1.0 | 5.7 | i | -25 | 0.1%
COC(=O)c1cc(NS(=O)(=O)c2ccc(N3CCCCCC3)c([N+](=O)[O-])c2)cc(C(=O)OC)c1 | 0.32 | 1568 | i | 64 | -1.2 | 1385 | x | x | 0.23 | -0.23 | -0.24 | 0.45 | 8% | 2.1 | 0.9 | 6.3 | i | 40 | -1.8%
CC1(C)CC(=O)C=C(Nc2ccccc2F)C1 | 1.2 | 1140 | i | 7 | -2.1 | 1164 | x | x | 0.45 | -0.21 | -0.056 | 0.37 | 13% | 2.1 | 1.2 | 5.5 | i | 1 | -0.6%
Cn1c(=O)[nH]c(=O)c2c1nc(N1CCN(c3cccc(Cl)c3)CC1)n2CCCc1ccccc1 | -0.54 | 1289 | x | x | 1.0 | 1087 | 11 | 697 | -0.0099 | 0.011 | 0.03 | -0.81 | -8% | 3.3 | 1.4 | 4.0 | i | 8 | x
CCNC(=O)CC1C(=O)N(c2ccc(F)cc2)C(=O)N1Cc1ccc(OC)cc1 (stereo unspecified) | -0.74 | 1311 | i | 31 | 0.1 | 1415 | x | x | 0.065 | -0.36 | -0.069 | 0.54 | 10% | 2.4 | 2.8 | 4.6 | i | -9 | -2.0%
Cc1ccc(C)c2[nH]c(=O)c(CN(Cc3nnnn3C3CCCCC3)CC3CCCO3)cc12 (stereo unspecified) | -1.3 | 1127 | i | 14 | -2.4 | 1161 | x | x | -0.79 | -0.41 | -0.48 | 0.23 | 11% | 2.4 | 1.8 | 13 | i | -5 | -0.7%
O=C(NCCc1ccccc1)c1ccc2nc(-c3ccco3)c(-c3ccco3)nc2c1 | -0.12 | 930 | i | 34 | x | x | 4 | 846 | -0.52 | 0.098 | -0.029 | 0.075 | 32% | 2.2 | 0.7 | 9.7 | i | 23 | -1.4%
O=C1[C@H]2[C@H]3[C@H](O)[C@H](O)C/C(=N\OC[C@@H](O)COCc4ccco4)[C@@H]3CC[C@H]2C(=O)N1c1ccc(F)cc1F | 0.61 | 1130 | i | 22 | x | x | -3 | 775 | 2.5 | -0.22 | 1.4 | 0.14 | -5% | 5.6 | 2.3 | 5.7 | i | 19 | -0.1%
Cc1cc(C)n(CC(=O)N/N=C/c2ccc([N+](=O)[O-])s2)n1 | -0.15 | 1076 | i | 43 | -0.9 | 1064 | -12 | 711 | -1.1 | 0.063 | -0.51 | 0.57 | 4% | 2.1 | 2.3 | 4.6 | i | 14 | 1.1%
CC1CCCN(C(=O)C2CCN(CC(C)c3ccccc3)CC2)C1 (stereo unspecified) | -0.06 | 1220 | i | 11 | -1.2 | 1181 | 1 | 739 | -0.15 | -0.25 | -0.31 | -0.014 | 0% | 3.7 | 1.9 | 5.3 | i | -8 | -0.1%
COc1ccc(-c2noc(CN3CCCCC3c3nccn3C)n2)cc1 (stereo unspecified) | 0.56 | 1457 | i | 19 | 1.3 | 1573 | -20 | 599 | -1.7 | -0.35 | -0.7 | 2 | 2% | 2.3 | 1.4 | 0.0 | i | 8 | -1.2%
Brc1ccc(-c2nc3ncccn3c2NC2CCCCC2)o1 | x | x | i | 18 | -14 | 1212 | 14 | 796 | -0.69 | 0.0063 | -0.39 | 0.32 | -7% | 1.9 | 1.5 | 8.3 | i | -4 | -3.9%
O=C(NCc1ccncc1)C(=O)N/N=C/c1ccc(OCc2ccccc2)cc1 | 0.14 | 1229 | i | 39 | -0.2 | 1142 | 8 | 700 | -0.013 | 0.026 | 0.65 | -1.1 | -1% | 6.1 | 3.1 | 9.9 | i | -10 | -0.2%
Cc1ccc2c(c1)nnn2C1CCN(CC(=O)NCCc2nc3ccccc3[nH]2)CC1 | 0.57 | 1208 | i | 15 | 0.8 | 1144 | x | x | -0.42 | -0.2 | -0.11 | 0.37 | -6% | 2.0 | 2.4 | 11 | i | -15 | -2.1%

2 of the compounds above, with tabs:
canonical_smiles	Insulin prom up	Insulin prom up cell count	T cell modulator	T cell modulator vesicle-bound %	bCat nuc transl	bCat nuc transl cell count 5 µM	Lipid droplet	Lipid droplet cells 6.5 µM	Dynein cargo inh	Dynein cargo inh cytoplasmic EGFP	Dynein cargo inh nuclear GR-EGFP	Dynein cargo inh cell count	PhoP inhibition	MT stabilizer	MT stabilizer Hoechst-high %	MT stabilizer cytotoxicity %	Autophagy mod	Autophagy mod cell loss 18 h	ER stress rescue
O=C(c1sc2ccccc2c1Cl)N1CCN(c2ccccc2F)CC1	0.31	1508	i	49	4.1	1077	24	688	0.95	0.08	0.3	-0.6	-1%	1.5	3.4	9.4	i	-1	2.2%
CC1CN(c2nc3ccccn3c(=O)c2/C=C(\C#N)S(=O)(=O)c2ccccc2)CC(C)O1 (stereo unspecified)	-0.35	1065	i	48	x	x	3	756	0.94	-0.12	0.53	-0.17	25%	3.1	2.3	6.3	i	-2	-1.2%
